TrxR1 substrate: rat thioredoxin reductase 1 substrate activity | AID 588456 | purified TrxR1 substrate turnover, NADPH consumption readout | 0.01% of 390,000 active | Potency, µM (series often up to 114 µM), inactives show at the highest dose activity change, negative = substrate turnover; note: potency is the fitted concentration of half-maximal effect; % is set by controls: 0 for no effect and ±100 for the full control effect; nearly all actives have a fitted effect of over 50% in size
Target sequence (O89049 whole entry, looked up): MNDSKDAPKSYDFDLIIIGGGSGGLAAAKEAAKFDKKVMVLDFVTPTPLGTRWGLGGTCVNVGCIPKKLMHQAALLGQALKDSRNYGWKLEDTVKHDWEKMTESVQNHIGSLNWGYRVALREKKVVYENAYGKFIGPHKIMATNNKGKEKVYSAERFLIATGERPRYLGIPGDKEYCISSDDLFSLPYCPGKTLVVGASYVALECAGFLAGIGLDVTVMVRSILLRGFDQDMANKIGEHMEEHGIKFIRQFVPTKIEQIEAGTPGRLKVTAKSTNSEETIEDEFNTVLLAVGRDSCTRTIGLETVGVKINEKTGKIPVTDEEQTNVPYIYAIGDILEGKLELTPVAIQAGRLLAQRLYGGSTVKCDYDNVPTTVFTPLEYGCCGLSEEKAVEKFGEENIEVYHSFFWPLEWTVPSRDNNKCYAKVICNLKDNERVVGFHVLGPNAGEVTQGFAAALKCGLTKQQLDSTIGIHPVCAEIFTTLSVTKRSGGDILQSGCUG
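Rat TrxR1, dispensed at 90 nM, was prereduced with 400 uM NADPH (final) for 5 min at ~22 deg C, then incubated with compound 15 min before 400 uM selenite. A first-read NADPH fluorescence drop versus no-compound background flagged substrates.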
TRHR PAM: TRH receptor (human) allosteric enhancement | enhancement, % at 2 µM | AID 493056 | P34981 | 0.66% of 360,000 active | TRHR cells, fluo-8 calcium fluorescence, EC20 TRH enhancement; in the data active = enhancement above about 30%; note: 0% is about no effect
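TRHR-expressing cells loaded with fluo-8 calcium dye were read kinetically (ex 480/em 530) during compound addition, then stimulated with an EC20 of TRH (10 nM final). Enhancement of the Gq-mediated intracellular calcium response was scored.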
PI4K2A inh: inhibitors of human PI4K2A; Q9BTU6; purified PI4K2A, ADP-Glo luminescence, 1 h; hits give low values; activity change, negative = inhibition, % at 76.9 µM; 0.13% of 420,000 active; AID 1346378; in the data active = activity change below about -50%; inconclusive = mostly about -30% to -49%;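 note: -100% = wells without enzyme as full effect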
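Compounds are screened against recombinant PI4K2A using PI as substrate and ATP, the latter dispensed at 300 microM. Reactions run one hour at ambient temperature before ADP-Glo detection; full inhibition defined by wells lacking enzyme.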
TRHR ag: TRH receptor (human) agonism; P34981; activation, % at 2 µM; 0.18% of 360,000 active; TRHR cells, calcium flux fluo-8, FDSS agonist mode; in the data active = activation above about 30%; note: 0% is about no effect
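TRHR-expressing cells, plated overnight in medium with 10% serum, were loaded with fluo-8 calcium dye at room temperature. After a 10 s baseline, library compound was pin-added and calcium release was recorded kinetically (ex 480/em 530) as agonist response.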
mIDH1 inhibitor: blocks human mutant IDH1 R132H enzyme; O75874; IDH1-R132H enzyme, NADPH consumption, diaphorase/resazurin fluorescence; Potency, µM (doses to about 76.6 µM), inactives show at the top dose activity change, negative = inhibition, most hits filed as inhibitors; 0.093% of 390,000 active; AID 602179; note: potency is the fitted concentration of half-maximal effect; % is set by controls: 0 for no effect and ±100 for the full control effect; nearly all actives have a fitted effect of over 65% in size
Target sequence (O75874 whole entry R132H, stated change not applied): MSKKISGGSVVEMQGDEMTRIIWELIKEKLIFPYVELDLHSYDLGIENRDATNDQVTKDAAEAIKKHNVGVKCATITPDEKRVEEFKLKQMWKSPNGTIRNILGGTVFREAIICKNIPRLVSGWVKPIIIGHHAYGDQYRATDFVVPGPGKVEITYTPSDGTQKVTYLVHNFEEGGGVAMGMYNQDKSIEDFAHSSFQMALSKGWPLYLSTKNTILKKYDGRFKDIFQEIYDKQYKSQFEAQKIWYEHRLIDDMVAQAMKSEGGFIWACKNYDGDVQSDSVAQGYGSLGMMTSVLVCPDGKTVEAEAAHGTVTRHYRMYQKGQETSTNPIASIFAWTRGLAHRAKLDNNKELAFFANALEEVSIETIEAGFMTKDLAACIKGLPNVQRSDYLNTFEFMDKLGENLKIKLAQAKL
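IDH1-R132H (0.5 ug/mL) preincubated 30 min with compound, then NADPH (0.016 mM) and alpha-KG (2 mM) added; 80 min at RT, pH 7.5. Remaining NADPH coupled via diaphorase/resazurin to fluorescence (540/590 nm); concentration-response curves normalized to no-enzyme control.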
rTrxR1 inhibitor: inhibitors of rat thioredoxin reductase 1 | O89049 | recombinant rTrxR1, NADPH fluorescence consumption, selenite substrate | Potency, µM (highest dose often 114 µM), inactives show at the highest dose activity change, negative = inhibition, hits mostly inhibitors | 1% of 390,000 active | AID 588453; note: potency is the fitted concentration of half-maximal effect; % is set by controls: 0 for no effect and ±100 for the full control effect; nearly all actives have a fitted effect of over 65% in size
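Rat TrxR1 (90 nM in the dispensed reagent) was pre-reduced with 400 uM NADPH for 5 min at room temperature, then incubated with compound for 15 min. After 400 uM selenite was added, NADPH fluorescence (Ex 340/Em 450 nm) was followed for 8 min.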
USP1-UAF1 inh: inhibitors of human USP1/UAF1 deubiquitinase. AID 743255. recombinant USP1/UAF1, Ub-Rhodamine cleavage fluorescence. Potency, µM (titrated, usually from 57.1 µM), inactives show top-dose activity change, negative = inhibition, hits mostly inhibitors. 0.23% of 390,000 active; note: potency is the fitted concentration of half-maximal effect; % is set by controls: 0 for no effect and ±100 for the full control effect; nearly all actives have a fitted effect of over 60% in size; inactives centre near -12
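Step one: compound is pinned into 1nM USP1/UAF1 in HEPES pH 7.8 buffer with TCEP. Step two: 15 min room-temperature incubation. Step three: Ub-Rho (150nM final) starts cleavage, tracked by fluorescence over six one-minute reads.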
D2 antag: antagonizes the human D2 dopamine receptor. P14416. HEK293 TREx D2 cells, calcium flux, dopamine EC80. inhibition, % at 10 µM. 2% of 340,000 active; in the data active = inhibition above about 30%; note: 0% is about no effect
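Read-out: kinetic calcium fluorescence (1 cycle/s) in inducible HEK293 T-REx D2 cells after an EC80 dopamine addition that followed 180 s compound preincubation. Loss of the dopamine response indicates antagonism.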
D2 agonist: activates the human D2 dopamine receptor; P14416; HEK293 T-REx D2 cells, calcium flux agonist mode; activation, % at 2 µM; 0.53% of 340,000 active; AID 485358;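 active = activation over 3 SD above normal in the single-dose calcium agonist read, cut at about 30% in these data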; note: 0% is about no effect
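In this primary screen, compounds producing a positive calcium signal within 180 s of addition to tetracycline-induced, force-coupled HEK293 Trex D2 cells are flagged; cells are dye-loaded with a no-wash calcium kit beforehand.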
Starred values were filed as active, the others as inactive; ? = inconclusive; · = no result given; [ ] = dose if it differs, or a comment. Unless noted, calls come from the whole dose curve; as a rule, active = well fitted inhibition curve with a large enough effect; inconclusive = small, poorly fitted or top-dose-only effect; inactive = no such curve, though single readings can be large or run the other way. An unsorted share of the library; 3.9% or so of the library scored in one or more.

SMILES	TrxR1 substrate	TRHR PAM	PI4K2A inh	TRHR ag	mIDH1 inhibitor	rTrxR1 inhibitor	USP1-UAF1 inh	D2 antag	D2 agonist
CC1=C(C(=O)OCC2CCCO2)C(c2ccccc2)C2=C(CCCC2=O)N1 (stereo unspecified)	1%	7	5	-0.1	-3%	?	-17%	-6	-0.2
Cc1cccc(C)c1NC(=O)Cn1c(=O)n(Cc2ccc(C(=O)NCc3ccco3)cc2)c(=O)c2sccc21	0%	0	-12	2.1	·	-2%	-30%	·	0.9
O=C(Nc1ccccc1)O/N=C/c1ccncc1	-5%	-4	0	0.4	2%	-1%	6%	8	-0.1
COCCNC(=O)c1cnn2c1NC(c1ccco1)CC2C(F)(F)F (stereo unspecified)	-1%	4	-5	0.3	-1%	-15%	-4%	-14	0.3
CCCCN1C(=O)CN(C2CCCCCC2)C(=O)C1c1ccc(OC(C)C)c(OC)c1 (stereo unspecified)	0%[57.1 µM]	-3	-1	-1.5	31%	11%[57.1 µM]	-3%	·	-0.3
CCN(CC)c1ccc(C(=O)N2CCC(c3c[nH]c4ccccc34)(c3c[nH]c4ccccc34)CC2)cc1	3%	2	4	0.0	0%	22%	-25%	·	-0.4
CC1CC(=O)N(C)c2cc([N+](=O)[O-])ccc2N1 (stereo unspecified)	-3%	-1	10	0.4	0%	4%	-25%	-3	-0.1
COc1cccc(OC)c1C(=O)OCc1c(-c2ccccc2)ncc2ccccc12	11%[57.1 µM]	·	2	·	1%	28%[57.1 µM]	-15%	·	·
CCN(Cc1ccncc1)C(=O)c1cccc(S(=O)(=O)N2CCOCC2)c1	-5%	5	-1	-0.2	5%	-3%	-12%	-4	-0.8
Cc1ccc(NC(=O)C2CC(=O)N(c3ccc4c5c(cccc35)CC4)C2)cc1 (stereo unspecified)	-3%	0	4	-0.5	-3%	7%[57.1 µM]	-18%	-15	0.3
COc1cc(C2SCC(=O)N2Cc2ccccc2)cc(OC)c1OC (stereo unspecified)	2%	4	0	-0.9	3%	16%	-19%	-20	-0.2
CCN(Cc1ccccc1)C(=O)c1c(-c2ccccc2Cl)noc1C	1%	9	9	-0.6	3%	27%	-12%	-8	-0.5
O=C(CNC(=O)c1ccccc1Br)N/N=C/c1cc(Br)ccc1O	0%	0	2	0.6	-3%	7%	-1%	1	0.8
O=C1OC(c2ccccc2)=C/C1=C/N1CCOCC1	-7%	2	1	0.2	0%	?	-2%	-16	0.0
CC1SC(C)C(=O)N(CC(=O)Nc2ccc3c(c2)OCO3)C1=O (stereo unspecified)	5%[57.1 µM]	2	-4	0.1	7%	8%[57.1 µM]	?	7	0.0
CCOc1cc(-c2nnc(SCC(=O)NCc3ccccc3)nc2-c2ccc(OC)c(OCC)c2)ccc1OC	-11%[57.1 µM]	6	1	0.2	-5%	-3%[57.1 µM]	11%	·	0.6
COc1ccc(SC[C@H](C)CN2CC[C@H](C(C)(C)C)CCC2=O)cc1	-12%[57.1 µM]	4	-9	0.8	14%	37%[activator][57.1 µM]	-22%	2	0.4
COC(=O)c1c(C)[nH]c(C(=O)C(C)OC(=O)C2CC(=O)N(CCc3ccccc3)C2)c1C (stereo unspecified)	1%	3	-1	-0.3	5%	15%	-15%	-7	-0.4
COc1cc2c(=O)nc3n(c2cc1OC)C(c1ccccc1)N=C(N)N3 (stereo unspecified)	·	-6	·	1.2	·	·	·	-2	0.4
CCCN=C1N(C)C[C@@H]2[C@@H]3C(=O)N(Cc4ccccc4)C(=O)[C@@H]3[C@](CC)(C(=O)OC)N12	0%	·	2	·	-5%	10%	-10%	·	·
CN(C)C(CNS(=O)(=O)c1cc([N+](=O)[O-])ccc1Cl)c1ccco1 (stereo unspecified)	5%	·	8	·	-8%	?	-15%	·	·
O=C(N/N=C/C(Br)=C/c1ccccc1)c1cccs1	0%[57.1 µM]	4	-3	1.1	-5%	2%[57.1 µM]	?	-22	0.5
CCOC(=O)c1c(COc2ccccc2)oc2ccc(O)cc12	-1%	-5	1	0.2	-4%	11%	-12%	7	1.8
O=C(Nc1ccc(Cl)cc1)N1CCC(CO)(Cc2ccccc2)CC1	-3%[57.1 µM]	7	0	-1.0	9%	-2%[57.1 µM]	-13%	-7	0.6
CC1=C(C(N)=O)C(c2ccccn2)n2nc(-c3ccccc3Cl)nc2N1 (stereo unspecified)	4%[57.1 µM]	-2	-16	0.7	-9%	29%[57.1 µM]	-8%	-17	1.5

A second format for two compounds above:
CCOc1cc(-c2nnc(SCC(=O)NCc3ccccc3)nc2-c2ccc(OC)c(OCC)c2)ccc1OC
  TrxR1 substrate: -11%[57.1 µM] | TRHR PAM: 6 | PI4K2A inh: 1 | TRHR ag: 0.2 | mIDH1 inhibitor: -5% | rTrxR1 inhibitor: -3%[57.1 µM] | USP1-UAF1 inh: 11% | D2 antag: · | D2 agonist: 0.6
COc1ccc(SC[C@H](C)CN2CC[C@H](C(C)(C)C)CCC2=O)cc1
  TrxR1 substrate: -12%[57.1 µM] | TRHR PAM: 4 | PI4K2A inh: -9 | TRHR ag: 0.8 | mIDH1 inhibitor: 14% | rTrxR1 inhibitor: 37%[activator][57.1 µM] | USP1-UAF1 inh: -22% | D2 antag: 2 | D2 agonist: 0.4

Continuation:
SMILES	TrxR1 substrate	TRHR PAM	PI4K2A inh	TRHR ag	mIDH1 inhibitor	rTrxR1 inhibitor	USP1-UAF1 inh	D2 antag	D2 agonist
c1nc2n(n1)C1=C(CCCC1)C1(CCCCC1)N2	-5%	-2	-4	0.4	7%	6%[57.1 µM]	-5%	4	1.4
O=C(CCCOc1ccc(Cl)cc1Cl)NCCCn1ccnc1	-7%	-1	0	-0.4	10%	-1%	-16%	·	·
Cn1c(=O)c2c(-c3ccccc3Br)n(CCc3ccccc3)cc2n(C)c1=O	0%	-5	2	-2.1	?	23%	-10%	·	2.9
Cc1ccccc1NS(=O)(=O)c1cc(C(=O)Nc2cccc(N(C)S(C)(=O)=O)c2)ccc1C	5%[57.1 µM]	-1	2	0.2	0%	14%	-9%	·	·
O=C(NCCc1ccccn1)c1ccc(OC2CCN(Cc3ccccn3)CC2)cc1	6%	1	2	1.4	-9%	30%	-10%	-13	-1.5
COc1ccc(Cl)cc1NC(=O)Cn1nc(C(F)(F)F)c2c1CCC2	-6%	12	-6	0.3	6%	26%	-30%	·	-1.2
COc1ccc(CCNC(=O)C/C(C)=N/NC(=O)c2ccc(N)cc2)cc1OC	7%	-2	-6	0.2	-2%	?	9%	-5	-2.3
Cc1oc(-c2ccccc2F)nc1CN1CCC(C(=O)NC2CC2)CC1	2%	5	2	-0.1	-2%	1%	-23%	-9	0.1
CN(C)S(=O)(=O)NC(c1ccccc1)c1ccccc1	-6%	-4	-1	0.7	-8%	-3%	-18%	-14	0.6
O=C(CC1SC(N2CCOCC2)=NC1=O)Nc1ccccc1F (stereo unspecified)	5%	·	1	·	10%	16%	-18%	·	·
CC(NC(=O)c1cc(COc2ccccc2)on1)c1nccs1 (stereo unspecified)	2%	1	2	-0.3	5%	6%	-21%	-3	-0.1
C=C(C)C(=O)Nc1cccc(C2=NOC3(C2)C[C@@H](C(N)=O)N(C(=O)c2ccc(OC)cc2)C3)c1 (stereo partly specified)	5%[57.1 µM]	6	?	0.1	-6%	13%[57.1 µM]	67%[activator]	8	-0.1
COc1cc(NC(=S)N2CCN(S(C)(=O)=O)CC2)cc(OC)c1	2%	4	0	0.3	-1%	-3%	-25%	5	-0.6
CCCN(CCC)CCNC(=O)Cn1cnc2sc(C)c(S(=O)(=O)N3CCN(c4ccccc4OC)CC3)c2c1=O	7%[2.29 µM]	-5	1	0.1	-20%	23%	-10%	·	·
CC1CCCC(NC(=O)C2CCCN2S(=O)(=O)c2cccc3nsnc23)C1C (stereo unspecified)	-4%	36*	8	1.1	-7%	9%	-19%	-11	0.2
NC(=O)c1cccc(NC(=O)CCCCC(=O)Nc2cccc(C(N)=O)c2)c1	5%	-14	-2	0.5	5%	14%	-14%	4	0.1
O=C(CSc1nccc(-c2ccc(Br)cc2)n1)NCCc1ccccc1	3%	-4	1	-0.7	-9%	1%	-4%	-2	-0.4
Cc1ccc(C)c(CN2C(=O)N(c3cc(Cl)ccc3C)S(=O)(=O)c3ccccc32)c1	-1%[57.1 µM]	0	4	0.4	12%	13%[57.1 µM]	-24%	·	0.0
Cc1c(/C=N/NC(=O)c2cc(C(C)(C)C)[nH]n2)c2ccccc2n1C	10%[57.1 µM]	-1	3	-0.6	-1%	11%[11.4 µM]	-21%	0	-1.3
O=C(O)CNC(=O)CC1S/C(=N/N=C/c2ccccc2O)NC1=O (stereo unspecified)	-20%	4	5	0.1	5%	-2%	-21%	2	-0.3
CC(=O)SC1CC(=O)N(c2c(C)cccc2C)C1=O (stereo unspecified)	4%	2	9	0.5	2%	-23%	-21%	27	55*
CCOc1cc(C)ccc1OCc1nnc(SCC(=O)c2cccc([N+](=O)[O-])c2)n1C	1%	-10	1	0.5	2%	?	-10%	-10	-0.2
CCC1Oc2ccccc2N(CC(=O)NCCCN2CCOCC2)C1=O (stereo unspecified)	0%	·	2	·	-6%	13%	10%	·	·
O=C(O)c1ccc(NS(=O)(=O)/C=C/c2ccccc2)cc1O	10%	8	13	-0.1	-1%	10%	-18%	-5	-0.4
Cc1cc(N/N=C/c2c(O)ccc3ccccc23)nc(-c2ccccc2O)n1	-12%	6	-2	1.3	6%	-18%	-4%	-7	0.5
O=C(Nc1ccccc1)c1ccccc1OCc1ccc(S(=O)(=O)N2CCOCC2)cc1	6%	-1	-3	0.3	2%	15%	-3%	-2	-0.1
O=C1CCCN1CCCN1CC(C(=O)N(CCO)Cc2ccccc2)CCC1=O (stereo unspecified)	-5%	-1	-3	-0.5	0%	-6%	-14%	·	·

For convenience, some entries already given:
SMILES	TrxR1 substrate	TRHR PAM	PI4K2A inh	TRHR ag	mIDH1 inhibitor	rTrxR1 inhibitor	USP1-UAF1 inh	D2 antag	D2 agonist
O=C(Nc1ccccc1)c1ccccc1OCc1ccc(S(=O)(=O)N2CCOCC2)cc1	6%	-1	-3	0.3	2%	15%	-3%	-2	-0.1
O=C1CCCN1CCCN1CC(C(=O)N(CCO)Cc2ccccc2)CCC1=O (stereo unspecified)	-5%	-1	-3	-0.5	0%	-6%	-14%	·	·
